Compound activity (PubChem BioAssay)
HIV peptide binding: inhibitors of HIV fusion peptide binding, primary screen, biochemical, uHTS, fluorescence dequenching (AID 1986) | cell-free peptide binding, fluorescence dequenching, 30 min; higher % means a stronger effect | inhibition, % at 20 µM, or IC50 in µM where a hit was titrated | hit rate 0.3% among 290,000; in the data active = inhibition mostly above about 52%, no sharp cut-off; inactive = mostly below about 76%; note: some results filed as inactive read as strong as hits
Myeloid diff MLP: compounds promoting myeloid differentiation; calls only at 10 µM; ER-HoxA9 myeloid progenitors, lysozyme-GFP differentiation, flow cytometry; hit rate 1% among 360,000;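 active = normalized GFP-positive differentiation at or above the plate's own cutoff, the solvent-only control mean plus 3 SD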;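 note: cells exposed to compound for four days before flow analysis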
GPR35 antagonists: GPR35 antagonists blocking zaprinast-driven arrestin recruitment, primary screen, imaging, U2OS, beta-arrestin-GFP, zaprinast agonist (AID 2058). U2OS GPR35 beta-arrestin-GFP translocation imaging, zaprinast antagonism; higher % means a stronger effect. one-dose inhibition, % at 10 µM; IC50 in µM for titrated hits. hit rate 0.052% among 290,000;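 active = inhibition of at least 50% with at least 30 cells and total cytoplasm GFP at most 10,000,000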
KOR beta-arrestin-1: KOR antagonists, beta-arrestin recruitment, cell-based, luminescence, uHTS (AID 1778); hit rate 0.091% among 290,000; one-dose inhibition, % at 10 µM; IC50 in µM for titrated hits; KOR beta-arrestin recruitment, luminescence, antagonist mode; higher % means a stronger effect; note: strong numbers were not always called active
NOD1 NF-kB reporter: NOD1 signaling inhibitors, primary screen, cell-based, luminescence, uHTS (AID 1578) | inhibition, % at 4 µM, or EC50 in µM where a hit was titrated | NOD1-driven NF-kB luciferase reporter cells, luminescence; higher % means a stronger effect | hit rate 1% among 290,000; in the data active = inhibition mostly above about 36%, no sharp cut-off; inactive = mostly below about 34%;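 note: HEK-293T reporter cells stimulated with the NOD1 agonist gamma-tri-DAP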
GPR55 antagonists: inhibition of LPI-stimulated GPR55 beta-arrestin translocation – imaging, U2OS, beta-arrestin-GFP, LPI agonist, primary screen (AID 2013); U2OS GPR55 beta-arrestin-GFP translocation imaging, LPI antagonism; higher % means a stronger effect; one-dose inhibition, % at 10 µM; IC50 in µM for titrated hits; hit rate 0.13% among 290,000;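 active = spots per cell inhibited over 60%, with over 100 cells counted and total cytoplasm intensity under 500,000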;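 note: U2OS cells stably carrying GPR55 and arrestin-GFP stimulated by 5 µM LPI near EC80; imaged beta-arrestin-GFP aggregate spots per cell after agonist stimulation; plate controls were LPI-stimulated DMSO wells for no effect and DMSO wells without LPI for full effect; some results filed as inactive read as strong as hits; confirmed hits need IC50 under 10 µM and bright autofluorescent wells are also inconclusive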
GPR55 beta-arrestin: selective activators of receptor GPR55 – imaging, U2OS cells, beta-arrestin-GFP redistribution, primary screen (AID 1961); hit rate 0.048% among 290,000; U2OS GPR55 beta-arrestin-GFP redistribution imaging; higher % means a stronger effect; activation, % at 10 µM; hits with a dose series show EC50 in µM;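 active = activation above 40% with more than 50 cells counted in the well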;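 note: U2OS osteosarcoma cells stably expressing GPR55 and beta-arrestin-GFP; plate controls were DMSO negative control for no effect and LPI positive control for full effect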
HEK293 NOD2/NF-kB: inhibition of NOD2-driven NF-kB reporter – cell-based, luminescence, uHTS, HEK293 (AID 1566) | HEK293 NOD2/NF-kB luciferase reporter, luminescence; higher % means a stronger effect | one-dose inhibition, % at 4 µM; EC50 in µM for titrated hits | hit rate 0.63% among 290,000; note: many of its hits are not listed in these tables
KOR beta-arrestin-2: KOR agonists, beta-arrestin recruitment, primary screen, cell-based, luminescence, uHTS (AID 1777). one-dose activation, % at 10 µM; EC50 in µM for titrated hits. hit rate 0.02% among 280,000. KOR beta-arrestin recruitment, luminescence; higher % means a stronger effect; in the data active = activation above about 50%, passing the limit was not always enough; note: a part of the inactive calls stands beside numbers as strong as those of hits
Myeloid diff MLP GFP+ MAC1+ %: also measured in Myeloid diff MLP; calls as there; GFP+ MAC1+ double positive, %; measured here: differentiation confirmed by MAC1 staining
* marks the source's active call; other numbers are inactive results; i = inactive; nt = no result given; [ ] = another dose, or the depositor's remark. Cut-off read from the data, not from the text of the source, unless noted: active = inhibition above about 50%; inactive = the rest. A portion of the library; rates above refer to the full screens.

Order of results – HIV peptide binding, Myeloid diff MLP, Myeloid diff MLP GFP+ MAC1+ %, GPR35 antagonists, KOR beta-arrestin-1, NOD1 NF-kB reporter, GPR55 antagonists, GPR55 beta-arrestin, HEK293 NOD2/NF-kB, KOR beta-arrestin-2
> Cc1cc(C(=O)CSc2nnc(N)s2)c(C)n1CCc1ccc(F)cc1
  0.6%, i, 0.4, -2%, -44%, -2%, 4%, 0.3%, -8%, -0.4%
> CCCC(=O)Nc1nnc(-c2ccccc2)o1
  1.7%, i, 2.9, -2%, -5%, -6%, 10%, 0.3%, -9%, -5.8%
> COc1cc(NC(=S)N2CCC(C(O)(c3ccccc3)c3ccccc3)CC2)cc(OC)c1
  -4.3%, i, 0.1, -6%, -7%, 32%, 9%, -0.2%, -9%, -0.1%
> Cc1ccccc1SC1CCN(Cc2nc(C3CC3)no2)CC1
  -2.0%, i, 0.5, 18%, -18%, 23%, -13%, -0.2%, -28%, nt
> O=C(Cn1cc(C(=O)C2CC2)c2ccccc21)Nc1ccccc1Cl
  0.5%, i, 0.9, 8%, -6%, -16%, 8%, -0.4%, 2%, 1.1%
> CCN(CC)S(=O)(=O)c1ccc(Nc2cc(C)nc3ncnn23)cc1
  0.2%, i, 7.7, 3%, -16%, -23%, -3%, -0.2%, -4%, 0.1%
> NC(=O)c1c(NC(=O)c2ccccc2)sc2c1CCCC2
  1.9%, i, 0.5, -4%, -23%, -39%, -1%, -0.2%, -104%, 1.6%
> O=C(NCCSc1c[nH]c2ccccc12)C1CC1
  1.1%, i, 2.0, -2%, -2%, -18%, -2%, -0.3%, -4%, -3.0%
> Cc1occc1-c1nnc(SCc2nc3ccccc3c(=O)n2CC#N)n1C
  -1.9%, i, 0.7, 10%, 12%, -5%, -5%, 0.3%, 3%, 2.6%
> N=c1oc2cc(O)ccc2cc1C(=O)Nc1ccc(Br)cc1
  7.4%, i, 0.8, -12%, -70%[20 µM], -74%, -12%, 0.6%, -55%, -1.8%
> CSc1ccc(CN(C)CC(=O)Nc2ccc(C)cc2Br)cc1
  -0.5%, i, 0.0, -2%, nt, -5%, 2%, 0.1%, 14%, -1.4%
> COc1ccc(CNC(=O)c2ccc(NC(=O)C3CCCO3)cc2)cc1 (centres undefined)
  0.5%, i, 0.5, 5%, 18%, nt, -4%, 0.2%, -4%, 3.1%
> CC(NC(=O)CCc1nc2cc(S(=O)(=O)N3CCOCC3)ccc2n1C)c1ccc(S(N)(=O)=O)cc1 (centres undefined)
  -0.7%, i, 1.1, -13%, 1%, -9%, 9%, 0.2%, 3%, 9.1%
> Cc1ccc2cc(C)c3nnc(SCC(=O)Nc4nc5c(s4)CCCC5)n3c2c1C
  1.3%, i, 0.6, -3%, 22%, 39%, 22%, -0.3%, -17%, 2.9%
> O=C(O)CCc1ccc(-c2cccs2)n1NC(=O)c1ccc(Cl)cc1
  13%, i, 1.9, -5%, 28%, 2%, 0%, 0.5%, 11%, -0.1%
> CCc1ccc(-c2cc(C(=O)NN3CCOCC3)c3ccccc3n2)s1
  5.6%, i, 0.5, -8%, 4%[20 µM], -10%, -10%, 0.6%, 11%, -0.8%
> CC(C)N1CCC(NC(=O)NC2CCCCC2)CC1
  -0.1%, i, 0.6, 18%, -4%, -18%, -1%, -0.1%, -8%, 1.0%
> COC(=O)c1cc2ccsc2n1Cc1nc(-c2ccc(OC)cc2)oc1C
  3.1%, i, 7.1, -6%, -10%, -33%, 13%, -0.1%, -22%, 0.5%
> COc1ccccc1C1NC(=O)c2ccccc2O1 (centres undefined)
  -0.3%, i, 0.3, -1%, -42%[20 µM], -28%, -2%, 0.7%, 8%, 1.3%
> COc1cc(NC(=O)CN2C(=O)c3ccccc3S2(=O)=O)c(OC)cc1Cl
  7.0%, i, 1.0, -8%, 24%, 3%, 12%, 0.4%, 16%, -1.5%

6 entries out of the list above, sorted by the number in Myeloid diff MLP GFP+ MAC1+ %, low to high.
| compound | HIV peptide binding | Myeloid diff MLP GFP+ MAC1+ % | GPR35 antagonists | KOR beta-arrestin-1 | NOD1 NF-kB reporter | GPR55 antagonists | GPR55 beta-arrestin | HEK293 NOD2/NF-kB | KOR beta-arrestin-2 |
| --- | --- | --- | --- | --- | --- | --- | --- | --- | --- |
| COc1cc(NC(=S)N2CCC(C(O)(c3ccccc3)c3ccccc3)CC2)cc(OC)c1 | -4.3% | 0.1 | -6% | -7% | 32% | 9% | -0.2% | -9% | -0.1% |
| NC(=O)c1c(NC(=O)c2ccccc2)sc2c1CCCC2 | 1.9% | 0.5 | -4% | -23% | -39% | -1% | -0.2% | -104% | 1.6% |
| CC(C)N1CCC(NC(=O)NC2CCCCC2)CC1 | -0.1% | 0.6 | 18% | -4% | -18% | -1% | -0.1% | -8% | 1.0% |
| Cc1occc1-c1nnc(SCc2nc3ccccc3c(=O)n2CC#N)n1C | -1.9% | 0.7 | 10% | 12% | -5% | -5% | 0.3% | 3% | 2.6% |
| O=C(NCCSc1c[nH]c2ccccc12)C1CC1 | 1.1% | 2.0 | -2% | -2% | -18% | -2% | -0.3% | -4% | -3.0% |
| COC(=O)c1cc2ccsc2n1Cc1nc(-c2ccc(OC)cc2)oc1C | 3.1% | 7.1 | -6% | -10% | -33% | 13% | -0.1% | -22% | 0.5% |

(list continues)
Order of results – HIV peptide binding, Myeloid diff MLP, Myeloid diff MLP GFP+ MAC1+ %, GPR35 antagonists, KOR beta-arrestin-1, NOD1 NF-kB reporter, GPR55 antagonists, GPR55 beta-arrestin, HEK293 NOD2/NF-kB, KOR beta-arrestin-2
> CC(/C=N\N1CCN(c2ccc(Cl)cc2)CC1)=C\c1ccccc1
  -2.3%, i, 0.7, 2%, 54%, 18%, -3%, 0.4%, 8%, -3.2%
> COC(=O)c1cc(-c2ccc(S(=O)(=O)N3CCCC3)cc2)c(C(F)(F)F)s1
  -0.9%, i, 0.8, -7%, -25%, -11%, 4%, -0.4%, -5%, -1.7%
> CCCc1nnc(SCC(=O)Nc2ccc3c(c2)OCCO3)n1CCOC
  0.2%, i, 0.9, 4%, -11%, -64%, -12%, -0.1%, 8%, 1.3%
> Cc1ccc(S(=O)(=O)N(C)c2cc(S(=O)(=O)Nc3ccncc3)c(C)cc2C)cc1
  2.3%, i, 0.5, 2%, 10%, 6%, 3%, 0.0%, 17%, 0.9%
> Cc1ccc(C)c(OCCOCCN2CCOCC2)c1
  0.3%, i, 0.7, -6%, -6%, -10%, 3%, -0.2%, 5%, -0.3%

Filtered by structure, the compounds so far with a Cl atom
Order of results – HIV peptide binding, Myeloid diff MLP, Myeloid diff MLP GFP+ MAC1+ %, GPR35 antagonists, KOR beta-arrestin-1, NOD1 NF-kB reporter, GPR55 antagonists, GPR55 beta-arrestin, HEK293 NOD2/NF-kB, KOR beta-arrestin-2
> O=C(Cn1cc(C(=O)C2CC2)c2ccccc21)Nc1ccccc1Cl
  0.5%, i, 0.9, 8%, -6%, -16%, 8%, -0.4%, 2%, 1.1%
> O=C(O)CCc1ccc(-c2cccs2)n1NC(=O)c1ccc(Cl)cc1
  13%, i, 1.9, -5%, 28%, 2%, 0%, 0.5%, 11%, -0.1%
> COc1cc(NC(=O)CN2C(=O)c3ccccc3S2(=O)=O)c(OC)cc1Cl
  7.0%, i, 1.0, -8%, 24%, 3%, 12%, 0.4%, 16%, -1.5%
> CC(/C=N\N1CCN(c2ccc(Cl)cc2)CC1)=C\c1ccccc1
  -2.3%, i, 0.7, 2%, 54%, 18%, -3%, 0.4%, 8%, -3.2%
